14-3-3 Bad PPI = inhibitors of 14-3-3 zeta/Bad binding, primary screen, biochemical, TR-FRET, bovine 14-3-3 zeta. TR-FRET 14-3-3zeta/Dy647-pBad peptide displacement, 1 h. inhibition, % at 21.7 µM. 220,000 tested, 0.71% active;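 active = inhibition above about 70%, limit read from the data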;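 note: 0% = full 14-3-3 plus peptide FRET controls and 100% = background without 14-3-3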
Target sequence (P63103 whole entry, looked up): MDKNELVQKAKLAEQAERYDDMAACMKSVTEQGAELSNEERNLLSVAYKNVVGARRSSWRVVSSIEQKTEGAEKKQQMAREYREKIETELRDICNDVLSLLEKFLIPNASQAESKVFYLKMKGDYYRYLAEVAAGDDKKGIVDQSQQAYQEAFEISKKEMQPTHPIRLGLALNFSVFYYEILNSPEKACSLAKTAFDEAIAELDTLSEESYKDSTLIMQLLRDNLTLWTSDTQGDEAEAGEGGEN
KLK5 inh = human KLK5 protease inhibitors, primary screen, biochemical, 1536-well; Kallikrein-5 (Homo sapiens), Q9Y337; recombinant hK5, fluorogenic AMC substrate cleavage; inhibition, % at 5 µM; 210,000 tested, 0.59% active; AID 873, 2007;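 active = inhibition of 40% or more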;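 note: 0% = enzyme controls without compound and 100% = no-enzyme blanks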
Target sequence (Q9Y337 67-293 limits assumed): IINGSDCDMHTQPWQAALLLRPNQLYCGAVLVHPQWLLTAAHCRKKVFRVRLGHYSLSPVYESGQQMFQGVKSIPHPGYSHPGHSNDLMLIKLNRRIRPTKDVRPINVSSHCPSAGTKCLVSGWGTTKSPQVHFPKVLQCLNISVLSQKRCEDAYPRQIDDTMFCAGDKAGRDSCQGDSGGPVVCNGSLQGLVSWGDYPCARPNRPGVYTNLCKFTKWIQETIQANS
FXIa inh 1536 = human FXIa protease inhibitors, primary screen, biochemical, 1536-well | Coagulation factor XI (Homo sapiens), P03951 | purified FXIa, Boc-Glu-Ala-Arg-AMC fluorogenic substrate | inhibition, % at 5 µM | 220,000 tested, 0.14% active;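 active = inhibition of at least 40%; inactive = inhibition below 40%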;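 note: fluorescence of freed AMC excited at 355 nm; 0% = enzyme without compound and 100% = no enzyme blank; many of its hits are not listed in these tables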
Rad51 HR inh = human RAD51 strand exchange inhibitors, primary screen, biochemical, fluorescence. inhibition, % at 10 µM. hRad51 DNA strand exchange, fluorescence dequenching. 200,000 tested, 0.085% active. DNA repair protein RAD51 homolog 1 (Homo sapiens), Q06609. AID 1385, 2008;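 active = inhibition above 40% at the single screening dose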;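 note: 0% = DMSO control wells and 100% = blanks with heterologous ssDNA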
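Read-out basis: percent inhibition relative to plate controls and blanks / Assay system: human Rad51 nucleoprotein filaments preassembled on unlabelled ssDNA / Timing: filaments 15 min 37 °C, then compound 30 min / Control set: per-plate controls and blanks / Technique: fluorescence dequenching at 485/520 nm / Compound: 10 µM final, single point / Also added: Fluorescein- and BHQ1-tagged 47-mer duplex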
Wee1 degr inh = Wee1 degradation inhibitors, primary screen, cell-based, HeLa, Wee1K328M-luciferase, luminescence; Wee1-like protein kinase (Homo sapiens), P30291; AID 1321, 2008; HeLa Luc-Wee1K328M stability; 100% = proteasome inhibitor MG132 effect; 220,000 tested, 1.2% active; reporter increase, % at 5 µM;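 active = activation above the mean of all tested compounds plus 3 SD, set per screening run, cut at about 8.8% in these data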;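 note: cells exposed to compound for 20 h before luminescence read; 0% = DMSO alone and 100% = MG132 at 30 µM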
Target sequence (P30291 whole entry K328M): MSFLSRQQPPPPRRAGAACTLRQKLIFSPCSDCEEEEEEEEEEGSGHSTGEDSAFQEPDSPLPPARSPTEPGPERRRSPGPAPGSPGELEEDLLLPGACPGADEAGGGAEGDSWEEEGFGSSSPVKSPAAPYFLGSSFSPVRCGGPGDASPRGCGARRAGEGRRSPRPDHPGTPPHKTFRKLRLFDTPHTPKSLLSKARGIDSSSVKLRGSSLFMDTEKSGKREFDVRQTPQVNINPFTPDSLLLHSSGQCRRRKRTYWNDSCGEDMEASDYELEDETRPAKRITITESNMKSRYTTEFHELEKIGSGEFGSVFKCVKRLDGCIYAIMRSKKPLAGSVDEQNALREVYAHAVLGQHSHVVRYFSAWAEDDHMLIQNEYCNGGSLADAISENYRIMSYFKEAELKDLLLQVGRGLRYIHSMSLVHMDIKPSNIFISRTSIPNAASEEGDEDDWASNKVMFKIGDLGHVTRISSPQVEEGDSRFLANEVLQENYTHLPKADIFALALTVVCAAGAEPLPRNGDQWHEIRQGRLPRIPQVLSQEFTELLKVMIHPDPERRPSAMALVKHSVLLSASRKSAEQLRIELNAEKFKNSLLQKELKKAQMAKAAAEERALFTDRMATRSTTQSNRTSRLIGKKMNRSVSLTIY
MDM2 E3 inh = MDM2-luciferase reporter signal enhancers, primary screen, MDM2 E3 ligase inhibitor project, cell-based, luminescence, 1536-well. E3 ubiquitin-protein ligase Mdm2 (Homo sapiens), Q00987. cell-based MDM2 ubiquitination luciferase reporter, 2 h; 0 = plate control, 100 = twice control, blank-subtracted. signal enhancement, % at 5 µM. 210,000 tested, 0.11% active. AID 1230, 2008;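 active = signal enhancement of 30% or more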;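 note: luminescence tracks abundance of the self-degrading MDM2-luciferase fusion protein; higher signal means inhibition of MDM2 E3 ligase activity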
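Assay system: stable mammalian line carrying autodegrading MDM2–luciferase fusion reporter; Input: 2000 cells in each well; Compound dosing: single-point 5 µM; Schedule: 2 h compound exposure at 37 °C; Signal: SteadyLite luciferase luminescence after 15 min room-temperature reagent incubation; Evaluation: % luminescence enhancement versus blank-corrected plate control mean; Benchmarks: plate controls and plate blanks.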
p97 ATPase inh = inhibitors of human p97 ATPase, primary screen, biochemical; 220,000 tested, 0.42% active; recombinant p97 ATPase, Kinase-Glo ATP luminescence, 3 h; AID 1481, 2009; Transitional endoplasmic reticulum ATPase (Homo sapiens), P55072; inhibition, % at 8 µM; in the data active = inhibition above about 15%;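 note: 0% = DMSO vehicle and 100% = wells lacking enzyme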
FXIIa inh = human FXIIa protease inhibitors, primary screen, biochemical, 1536-well; Coagulation factor XII (Homo sapiens), P00748; 220,000 tested, 0.3% active; inhibition, % at 5 µM; purified FXIIa, Boc-QGR-AMC fluorogenic substrate, 2 h; in the data active = inhibition above about 40%;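 note: 0% = enzyme with no compound and 100% = blank without enzyme; many of its hits are not listed in these tables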
eIF4E 4G PPI = eIF4E–eIF4G protein interaction inhibitors, primary screen, biochemical, uHTS, TR-FRET, eIF4GI fragment. Eukaryotic translation initiation factor 4E (Mus musculus) + Eukaryotic translation …. TR-FRET eIF4E-eIF4GI(517-606) binding, 2 h. inhibition, % at 21.7 µM. 220,000 tested, 0.37% active;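 active = inhibition above about 30%, limit read from the data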;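 note: 0% = full FRET control wells and 100% = background wells lacking eIF4GI fragment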
An asterisk follows results filed as active; nt = not tested or not shown; [ ] = dose if it differs, or a comment.

Values run as follows: 14-3-3 Bad PPI | KLK5 inh | FXIa inh 1536 | Rad51 HR inh | Wee1 degr inh | MDM2 E3 inh | p97 ATPase inh | FXIIa inh | eIF4E 4G PPI
- CC(=O)c1ccc(N2CCN(C(=O)c3cc4c(-c5ccccc5F)nn(C)c4s3)CC2)cc1
 : 6 | -4 | 5 | 1 | -2 | -9 | 9 | 8 | 3
- CC(=O)Oc1ccc(N2C(=O)C3C(C2=O)C2C=CC3C23CC3)cc1[N+](=O)[O-] (stereo not drawn)
 : 0 | -8 | -2 | 10 | 1 | -9 | 2 | 6 | 4
- NS(=O)(=O)c1ccc(CCNC(=O)c2cc(-c3ccccc3)nc3ccccc23)cc1
 : 3 | -9 | -4 | 0 | 0 | -12 | 4 | 7 | 2[fluorescence artefact?]
- CCc1cccc(C)c1N1C(=O)CC(C)(C)CC1=O
 : 1 | -2 | -1 | 9 | -3 | -10 | 7 | 3 | -2
- CCCOc1cccc(NC(=O)c2cc(C)oc2C)c1
 : -19 | 6 | -1 | -5 | 1 | -7 | 0 | 15 | -6
- O=S(=O)(N1CCCCC1)N1CCN(c2ccc(F)cc2)CC1
 : -2 | -8 | -1 | -1 | -3 | -6 | 4 | 5 | -4[fluorescence artefact?]
- Cc1ccc2cc(CCNC(=O)c3cccc([N+](=O)[O-])c3)c(=O)[nH]c2c1
 : 3 | 5 | -3 | nt | -1 | 8 | 3 | 0 | 3
- CSc1nc2c(c(=O)[nH]1)C(c1cccc(Cl)c1)CC(=O)N2 (stereo not drawn)
 : -12 | -3 | 0 | 1 | -4 | -8 | 9 | 7 | 3
- Cc1cccc2c(N=O)c(O)[nH]c12
 : 6 | -2 | -2 | -4 | 0 | nt | 1 | 13 | 0
- CCOP(=O)(/C(C#N)=C(/O)c1ccccc1)c1ccccc1 (stereo not drawn)
 : 3 | -2 | -2 | nt | 0 | -9 | 5 | -2 | -4
- CN1CCc2c(OCc3ccc(F)cc3)cccc2C1=O
 : -16 | 2 | 0 | 7 | -2 | 14 | 2 | 9 | -3
- Cc1onc(-c2c(Cl)cccc2Cl)c1C(=O)ONC(=O)c1ccccc1
 : -7 | -1 | -19 | 8 | 0 | -10 | -1 | 4 | 0
- CC(C)c1ccc(C(=O)NCCCc2ccccc2)cc1
 : 3 | 6 | 7 | -8 | -2 | 5 | -1 | -5 | 2
- O=C(NC(=S)NCCN1CCOCC1)c1ccc(Cl)cc1Cl
 : 6[fluorescence artefact?] | -16 | 6 | nt | 5 | -2 | -4 | 10 | -2
- O=C(CN1C(=O)NC2(CCCCC2)C1=O)Nc1ccc(N2CCOCC2)cc1
 : -29 | -19 | 8 | 3 | 3 | -5 | 3 | 19 | -3
- CCN1C(=O)/C(=C\C=C\c2ccccc2[N+](=O)[O-])SC1=S
 : -9 | -3 | -1 | 3 | -1 | -7 | 5 | 8 | 2
- COc1ccc2nc(N)sc2c1
 : -11 | -11 | -4 | -11 | 0 | -11 | 4 | 5 | -6
- NC[C@@H]1O[C@H](C23CC4CC(CC(C4)C2)C3)Cc2c1ccc(O)c2O
 : -3 | 0 | 1 | 1 | nt | -9 | nt | 8 | -14
- CN1N=C(c2ccc(F)c(F)c2)CSC1=NCc1ccccc1
 : -13 | -3 | -1 | 5 | -2 | -2 | -2 | 9 | -1
- CC(C)CC(NC(=O)OC(C)(C)C)c1cn([C@@H](Cc2ccc(O)cc2)C(=O)N2CCN(C(=O)OC(C)(C)C)CC2)nn1 (stereo partly drawn)
 : -5 | 6 | 3 | -4 | 3 | nt | 2 | 11 | 1
- COc1ccc(-c2cc(C(F)(F)F)n3nc(C(=O)Nc4c(C)n(C)n(-c5ccccc5)c4=O)cc3n2)cc1
 : 5 | 12 | 1 | -3 | -1 | -10 | 17* | 9 | -1
- CC1CCC2(CC1)NC(=O)N(CC(=O)Nc1ccccc1-c1ccccc1)C2=O (stereo not drawn)
 : -4 | 1 | 1 | 9 | 0 | 2 | 5 | 8 | -1
- COc1ccc(/C=N/NC(=O)c2nc(Cl)c(Cl)c(N)c2Cl)cc1COc1ccc(F)cc1F
 : 5 | -58 | -4 | 4 | 2 | -23 | -4 | 6 | -3
- CSc1ccc(/C=N/n2c(C)nnc2C)cc1
 : -1 | -1 | 1 | 0 | 6 | -10 | 3 | 1 | -2
- CCCc1nc(NC2CCCCC2)c(C#N)c2c1COC(C)(C)C2
 : 2 | -17 | 3 | 2 | -2 | -11 | -1 | 16 | -1
- COC(=O)c1cc(NS(=O)(=O)c2ccc(N3CCCCCC3)c([N+](=O)[O-])c2)cc(C(=O)OC)c1
 : -5 | -6 | 0 | -1 | 1 | -8 | -4 | 16 | -4
- Fc1ccc(C(c2nnnn2C2CCCCC2)N2CCCC2)cc1 (stereo not drawn)
 : 7 | 6 | -1 | -8 | -1 | -11 | 0 | 10 | -1
- COc1ccc(-c2cc(-c3cc(F)ccc3O)[nH]n2)cc1OC
 : 6 | -2 | 20 | -1 | -1 | -32 | 2 | 32 | 5[fluorescence artefact?]
- CC(=O)OC(Cn1nc(C)cc1C)c1ccccc1 (stereo not drawn)
 : -14[fluorescence artefact?] | -2 | 5 | -1 | -2 | -6 | 5 | 0 | -6
- Cc1nnc(SCc2ccon2)n1-c1ccccc1
 : -4 | -5 | 3 | 5 | 0 | nt | 3 | 10 | -2[fluorescence artefact?]

3 compounds already listed, ordered by the number in Rad51 HR inh, lowest first.
Values run as follows: 14-3-3 Bad PPI | KLK5 inh | FXIa inh 1536 | Rad51 HR inh | Wee1 degr inh | MDM2 E3 inh | p97 ATPase inh | FXIIa inh | eIF4E 4G PPI
- CCCOc1cccc(NC(=O)c2cc(C)oc2C)c1
 : -19 | 6 | -1 | -5 | 1 | -7 | 0 | 15 | -6
- Cc1nnc(SCc2ccon2)n1-c1ccccc1
 : -4 | -5 | 3 | 5 | 0 | nt | 3 | 10 | -2[fluorescence artefact?]
- CC(=O)Oc1ccc(N2C(=O)C3C(C2=O)C2C=CC3C23CC3)cc1[N+](=O)[O-] (stereo not drawn)
 : 0 | -8 | -2 | 10 | 1 | -9 | 2 | 6 | 4

(next part)
Values run as follows: 14-3-3 Bad PPI | KLK5 inh | FXIa inh 1536 | Rad51 HR inh | Wee1 degr inh | MDM2 E3 inh | p97 ATPase inh | FXIIa inh | eIF4E 4G PPI
- Cc1ccc(CSc2nnc3ccc(-c4ccncc4)nn23)cc1
 : -14 | 1 | -1 | -6 | 1 | -5 | 0 | 4 | 3
- CCOC(=O)c1c(-c2ccc(C)o2)csc1N
 : 3 | 10 | 13 | 7 | 7 | -16 | -2 | 26 | 3
- O=S(=O)(c1ccc(Cl)cc1Cl)n1ccc2cccnc21
 : -4 | -5 | 1 | 14 | 12* | -15 | -4 | 8 | 0
- O=C(Nc1nnc(-c2ccccc2)s1)c1ccc(F)cc1
 : -2 | -1 | 6 | -7 | 1 | -3 | 1 | 11 | -1
- Cc1ccccc1Nc1nc(N)nc(CSc2nnc3sc4ccccc4n23)n1
 : 6 | -12 | 3 | 4 | -1 | -18 | -3 | 0 | -1
- Cc1ccc(C)c(-n2nnnc2SCC(=O)c2c(N)n(C)c(=O)n(C)c2=O)c1
 : 5 | -5 | -5 | -14 | -1 | -9 | -4 | 9 | -1
- CCN(CC)CCNC(=O)C1c2ccccc2C(=O)N(CCOC)C1c1ccc(F)cc1 (stereo not drawn)
 : -11[fluorescence artefact?] | -18 | -4 | -1 | 0 | -10 | 6 | -9 | -6[fluorescence artefact?]
- O=C(CNc1ccccc1Cl)N/N=C1\CCCc2ccccc21
 : -5 | 9 | -3 | -3 | -1 | -11 | 2 | 10 | 2
- O=S(=O)(O)c1cccc(N=Nc2c(O)ccc3ccccc23)c1
 : 2 | 0 | 0 | 23 | 3 | -9 | -2 | 7 | -6
- CCCOc1ccc(-c2cn3ccccc3n2)cc1[N+](=O)[O-]
 : -13 | -1 | 9 | 3 | -1 | 7 | 0 | 12 | 1
- CC(=NC1CC1)C1=C(O)c2ccccc2C1=O
 : 3 | -9 | -7 | 2 | -1 | -1 | 1 | 2 | 2
- COc1ccc2[nH]c3c(=O)n(CCCCC(=O)NCCN4CCCC4)c(=S)[nH]c3c2c1
 : -7 | -8 | 7 | 5 | -3 | -10 | 4 | 18 | 7
- CCC(C)[C@H](N)c1nnc(SCC(=O)Nc2cccc(Cl)c2)o1 (stereo partly drawn)
 : 19[fluorescence artefact?] | -8 | 4 | 5 | 3 | -30 | -4 | 15 | 8
- Cn1nnnc1SCc1ccc([N+](=O)[O-])cc1
 : -18 | -20 | 8 | -5 | -1 | -5 | 5 | 11 | 0[fluorescence artefact?]
- Cc1ccc(S(=O)(=O)N(CC(=O)N/N=C/c2ccc(F)cc2)c2cccc3cccnc23)cc1
 : 20[fluorescence artefact?] | -11 | 18 | -4 | 1 | -16 | 5 | 24 | 1
- O=C(CN1C(=O)CC(c2ccccc2)S(=O)(=O)c2ccccc21)N1CCOCC1 (stereo not drawn)
 : 0 | -63 | -5 | 17 | 3 | -1 | 0 | 6 | -1
- Cn1c(=O)oc2cc(S(=O)(=O)Nc3ccc4c(c3)OCCO4)ccc21
 : -9 | -19 | 3 | -33 | 0 | -10 | 3 | 7 | 3[fluorescence artefact?]
- O=C(Nc1ccccc1C(=O)O)c1ccc(Br)c(S(=O)(=O)NCc2ccccc2)c1
 : 2 | -5 | 1 | -183 | -1 | -14 | 6 | 5 | -6
- COc1ccccc1N1CCN(C(=O)c2c(-c3c(Cl)cccc3Cl)noc2C)CC1
 : -16 | -4 | -1 | 0 | 0 | -6 | -1 | 16 | 8
- COc1ccccc1OCCCn1c(=O)oc2ccccc21
 : 6 | -7 | 3 | -10 | 2 | -10 | -4 | 1 | 6
- CCOc1ccc2nc(NC(=O)CCn3cccc3)sc2c1
 : 14 | -12 | 3 | -10 | 6 | -3 | 0 | 6 | -4
- c1ccc(Cn2c(-c3ccccc3)c[n+]3c2SCCC3)cc1
 : 2 | 3 | 4 | -2 | 7 | -48 | 3 | 12 | -3
- Cc1c(C(=O)O)oc2c1/C(=N\O)CC(C)(C)C2
 : -1 | -3 | -6 | 8 | -1 | -3 | 4 | 3 | 6
- CCCc1ccc(OCCNC(C)=O)cc1
 : -3 | -5 | 5 | -7 | -1 | -20 | 3 | 14 | -4
- CN(C(=O)c1ccc(S(=O)(=O)NC2CCCC2)cc1)C1CCCCC1
 : -3[fluorescence artefact?] | -24 | 2 | 10 | 0 | -14 | -7 | -2 | 4
- CCC(C)(C)NC(=O)c1sccc1Oc1ccc(F)cc1[N+](=O)[O-]
 : -7 | 14 | 0 | -3 | 0 | -8 | 0 | 8 | -3
- CC1=C(C(=O)N2CCOCC2)C(c2ccsc2)C2=C(CCCC2=O)N1 (stereo not drawn)
 : 1 | 19 | 3 | -3 | 0 | -10 | -2 | 17 | -12
